# M18AAP inhibitor: PfM18AAP inhibitors, malaria aminopeptidase, primary screen, biochemical, QFRET, recombinant enzyme | inhibition, % at 7.35 µM | 1.2% of 290,000 active | AID 1822, 2009 | H-Glu-NHMec fluorogenic cleavage | M18 aspartyl aminopeptidase (Plasmodium falciparum 3D7);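 active = inhibition above the campaign mean inhibition over all tested compounds plus 3 SD, cut at about 28% in these data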;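 note: 0% = plate median of test compound wells and 100% = 2 mM ZnCl2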
# OXTR agonist: human OXTR agonists, primary screen, fluorescence, CHO-OTR cells, Fluo-8 calcium | activation, % at 3 µM | AID 2435, 2010 | 0.32% of 320,000 active | Fluo-8 calcium fluorescence; normalized: DMSO 0%, oxytocin 100%;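 active = activation above the mean of all tested compounds plus 3 SD, cutoff set per screening run, cut at about 20% in these data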;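 note: peak over basal fluorescence ratio from a 100 s FLIPR kinetic read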
# Target sequence (P30559 whole entry, looked up): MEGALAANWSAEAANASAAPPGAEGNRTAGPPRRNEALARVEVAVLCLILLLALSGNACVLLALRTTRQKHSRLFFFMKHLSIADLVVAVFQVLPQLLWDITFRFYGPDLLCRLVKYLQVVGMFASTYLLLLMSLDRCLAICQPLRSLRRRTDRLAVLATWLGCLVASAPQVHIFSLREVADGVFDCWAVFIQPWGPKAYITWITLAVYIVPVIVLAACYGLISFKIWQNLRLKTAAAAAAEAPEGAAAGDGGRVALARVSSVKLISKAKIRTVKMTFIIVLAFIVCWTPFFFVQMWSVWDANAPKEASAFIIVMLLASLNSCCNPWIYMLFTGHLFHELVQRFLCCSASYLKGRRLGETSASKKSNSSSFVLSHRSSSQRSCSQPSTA
# MEKK3 PB1 HTS: modulators of MEKK3-MEK5 PB1 binding, primary screen, biochemical, wildtype MEKK3, multiplex bead flow cytometry, Alexa488-MEK5 | binding response (% of control), % at 10 µM | bead-based flow cytometry, Alexa488-MEK5 binding to MEKK3; actives lie on both sides; 0 = blocked by unlabeled MEK5, 100 = vehicle | Mitogen-activated protein kinase kinase kinase 3 (Homo sapiens), Q99759 | AID 1529, 2009 | 1.4% of 290,000 active;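 active = binding response more than 3 SD above or below the average of its plate-row segment, actives on both sides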;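 note: Alexa488 bead fluorescence after subtracting the streptavidin-only scavenger bead signal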
# GPR7 antag: GPR7 receptor antagonists, primary screen, cell-based, fluorescence, single concentration; Neuropeptides B/W receptor type 1 (Homo sapiens), P48145; GPR7-expressing cells, fluorescence antagonist assay; inhibition, % at 4.4 µM; 1.1% of 290,000 active; AID 1861, 2009; in the data active = inhibition above about 16%, passing the limit was not always enough;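 note: cells stimulated with the agonist NPW; 0% = agonist with vehicle and 100% = vehicle without agonist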
# Target sequence (P48145 whole entry, looked up): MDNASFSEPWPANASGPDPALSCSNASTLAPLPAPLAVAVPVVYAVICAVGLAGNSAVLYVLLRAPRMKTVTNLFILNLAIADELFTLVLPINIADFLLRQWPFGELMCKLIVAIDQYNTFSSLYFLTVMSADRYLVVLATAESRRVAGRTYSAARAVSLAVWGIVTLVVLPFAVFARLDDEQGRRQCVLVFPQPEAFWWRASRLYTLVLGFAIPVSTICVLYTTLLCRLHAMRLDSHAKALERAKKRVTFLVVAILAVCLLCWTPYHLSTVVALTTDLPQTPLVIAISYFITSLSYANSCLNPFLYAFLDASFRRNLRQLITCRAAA
# FID counter: compounds displacing fluorescent DNA intercalator, primary screen, artefact control for HCV NS3 helicase inhibitor project, biochemical, FID fluorescence; DNA fluorescent intercalator displacement; inhibition, % at 7.9 µM; 0.17% of 290,000 active; AID 1845, 2009; in the data active = inhibition above about 37%;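 note: 0% = vehicle and 100% = reference compound; higher means more ethidium bromide displaced from hairpin DNA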
# NALP1 yeast inh: NALP1 inflammasome inhibitors in reconstituted yeast, colorimetric, S. cerevisiae, triplicate retest; S. cerevisiae NALP1/ASC/caspase-1 growth, X-gal OD620, 72 h; inhibition, % at 10 µM; 0.61% of 280,000 active; in the data active = inhibition mostly above about 24%, no sharp cut-off; inactive = mostly below about 32%; note: some compounds called inactive have numbers as strong as hits
# MEKK2mut PB1 HTS: MEK5 binding signal on mutant MEKK2 PB1, primary screen, biochemical, multiplex bead flow cytometry, Alexa488-MEK5. percent response, % at 10 µM. Alexa488-MEK5 binding to MEKK2 mutant. 0.35% of 290,000 active; in the data active = percent response above about 24%, passing the limit was not always enough; note: inactives centre near 1; some results filed as inactive read as strong as hits; reference of the scale not given here
# MEKK2 WT-MEK5: modulators of MEK5 binding to wildtype MEKK2, primary screen, biochemical, multiplex bead flow cytometry, Alexa488-MEK5; Mitogen-activated protein kinase kinase kinase 2 (Homo sapiens), Q9Y2U5; Alexa488-MEK5 binding to MEKK2 WT; actives lie on both sides; binding response (% of control), % at 10 µM; 1.1% of 290,000 active; in the data active = binding response below about 67% or above about 130%
# PHOSPHO1 inh: PubChem AID 1565; recombinant PHOSPHO1, absorbance phosphatase assay; inhibition, % at 13.3 µM; 1.1% of 290,000 active; in the data active = inhibition above about 60%
# Target sequence (Q8TCT1 whole entry, looked up): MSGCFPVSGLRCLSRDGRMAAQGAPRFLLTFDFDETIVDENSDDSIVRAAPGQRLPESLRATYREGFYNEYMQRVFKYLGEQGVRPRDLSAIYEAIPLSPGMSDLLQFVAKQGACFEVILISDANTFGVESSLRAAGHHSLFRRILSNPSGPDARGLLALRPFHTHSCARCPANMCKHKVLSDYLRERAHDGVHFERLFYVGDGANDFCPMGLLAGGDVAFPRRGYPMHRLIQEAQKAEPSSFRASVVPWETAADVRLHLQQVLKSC
# * hit, by the source's call; . = no result given; [ ] = remark or other dose.
SMILES,M18AAP inhibitor,OXTR agonist,MEKK3 PB1 HTS,GPR7 antag,FID counter,NALP1 yeast inh,MEKK2mut PB1 HTS,MEKK2 WT-MEK5,PHOSPHO1 inh
CCOC(=O)C1CCN(C(=O)/C=C/c2ccc3c(c2)OCO3)CC1,4,-0.1,103,-1,-20,3,5,105,25
O=C(COC(=O)COc1ccc(Cl)cc1)Nc1ccc(N2CCOCC2)cc1,-4,1.0,106,-11,-6,22,-4,97,36
CCN(CC)S(=O)(=O)c1ccc(/C=C/C(=O)Nc2c(C)n(C)n(-c3ccccc3)c2=O)cc1,5,-1.2,101,-15,-28,-10,1,103,24
CCOc1ccc(NS(=O)(=O)c2ccc3c(c2)CCN3C(C)=O)cc1,-3,3.4,93,-2,-7,5,-1,97,37
COc1ccc2cc(CN(CC3CCCO3)C(=S)NCc3ccco3)c(=O)[nH]c2c1 (stereo unspecified),0,-1.9,99,-15,-33,6,-3,97,-70
CCc1ccccc1NC(=O)COc1cccc(-n2cnnn2)c1,-9,0.8,98,5,-11,4,-8,91,22
Cc1cccn2c(/C=N/OCc3ccc(F)cc3)c(-c3ccc(Cl)cc3)nc12,-1,-0.1,106,13,-2,0,7,106,12
O=C1NN(c2ccccc2)C(=O)/C1=C\c1ccccc1,22,.,102,-10,-15,1,7,105,14
COc1ccc(-c2c(C#N)c(SCc3c(C)noc3C)nc3c2C(=O)CC(C)(C)C3)cc1,2,0.1,.,1,0,32,.,.,-15
Cc1cc(C(=O)CCC(=O)N2CCN(S(=O)(=O)c3cccs3)CC2)c(C)s1,-4,-2.4,.,-11,-27,9,.,.,-2
CCCC(=O)Nc1cc(C(=O)O)ccc1S(=O)(=O)c1ccc(C)cc1,2,0.2,96,3,-5,31,-2,94,-5
NS(=O)(=O)c1cccc(NC(=O)CN2CCc3ccccc32)c1,10,1.1,98,-3,-3,-20,18,21*[inhibitor],-6
COc1ccc(C(=O)N/N=C/c2ccc(N3CCOCC3)o2)cc1OC,10,0.8,89,1,-11,11,-8,90,-8
CC(C)CC(=O)C1=C(O)C(=O)N(Cc2ccccc2)C1c1ccccc1 (stereo unspecified),-8,2.2,103,-6,-22,18,-1,100,-3
O=C(Cc1ccccc1)Nc1ccccc1Oc1ccccc1,-5,-2.0,96,1,-15,20,-2,99,-5

# Brought forward from above: 2 entries, followed by the next part.
SMILES,M18AAP inhibitor,OXTR agonist,MEKK3 PB1 HTS,GPR7 antag,FID counter,NALP1 yeast inh,MEKK2mut PB1 HTS,MEKK2 WT-MEK5,PHOSPHO1 inh
CC(C)CC(=O)C1=C(O)C(=O)N(Cc2ccccc2)C1c1ccccc1 (stereo unspecified),-8,2.2,103,-6,-22,18,-1,100,-3
O=C(Cc1ccccc1)Nc1ccccc1Oc1ccccc1,-5,-2.0,96,1,-15,20,-2,99,-5
O=S(=O)(c1cccc2nsnc12)N1CCCCC1,6,0.0,97,-18,-4,18,0,94,24
O=C(Oc1ccccc1-c1nnco1)c1ccc(Cl)cc1,-7,-2.8,102,-9,-15,8,6,101,12
Cc1cc(C)cc(NC(=O)CCN2CCOCC2)c1,0,-0.8,107,-4,-3,0,10,111,3
Cc1ccc(CN2CCN(Cc3cn(C)nc3C)CC2CCO)o1 (stereo unspecified),7,0.1,107,7,3,-13,3,104,-8
COc1ccccc1S(=O)(=O)Nc1ccc2cn[nH]c2c1,-6,1.4,97,-12,1,31,-2,95,-3
COc1ccc(Nc2nc(-c3cccs3)cs2)c(OC)c1,8,-0.8,103,2,1,-2,1,106,80*
COC(=O)C1=C(C)N(c2ccc(OC)cc2)C(C)=C(C(=O)OC)C1c1ccccc1,-6,-3.8,104,-7,-6,-3,4,98,19
c1coc(-c2ccnc(-c3ccncc3)n2)c1,-7,-1.0,105,-8,-2,3,4,101,34
CC(C)CC(=O)N=C1SC2CS(=O)(=O)CC2N1Cc1ccccc1Cl (stereo unspecified),-9,-0.7,106,-7,-5,23,4,101,12
Cc1cc(=O)oc2cc(OCC(=O)Nc3ccccc3C(=O)O)ccc12,-5,1.6,100,-8,-23,2,2,104,26
C=CCSc1nnc2c(n1)OC(c1ccco1)Nc1ccccc1-2 (stereo unspecified),8,-0.7,96,-6,-7,20,-2,94,-12
CCOc1cc(NC(=S)NCC(C)C)c(OCC)cc1NC(=O)c1cccs1,0,-0.5,99,5,-4,30,0,95,46
COCCN(CCOC)c1nc(S(=O)(=O)c2ccc(C)cc2)c(Cl)s1,8,0.7,102,10,-23,22,-9,89,-2
COc1cccc(C(=O)N2CCN(C(=O)c3cccc4ccccc34)CC2)c1OC,-14,-1.4,105,-9,-29,-3,6,107,-4
Cc1ccc(NC(=S)NCCc2ccc(F)cc2)c(C)c1,0,-2.5,96,2,-13,34,11,86,28

# Structures from the list above containing an NH in an aromatic ring (2):
SMILES,M18AAP inhibitor,OXTR agonist,MEKK3 PB1 HTS,GPR7 antag,FID counter,NALP1 yeast inh,MEKK2mut PB1 HTS,MEKK2 WT-MEK5,PHOSPHO1 inh
COc1ccc2cc(CN(CC3CCCO3)C(=S)NCc3ccco3)c(=O)[nH]c2c1 (stereo unspecified),0,-1.9,99,-15,-33,6,-3,97,-70
COc1ccccc1S(=O)(=O)Nc1ccc2cn[nH]c2c1,-6,1.4,97,-12,1,31,-2,95,-3

# (continued)
SMILES,M18AAP inhibitor,OXTR agonist,MEKK3 PB1 HTS,GPR7 antag,FID counter,NALP1 yeast inh,MEKK2mut PB1 HTS,MEKK2 WT-MEK5,PHOSPHO1 inh
CCOC(=O)c1nn(-c2ccccc2)c2nnc(Cc3ccccc3)c(=O)n12,6,0.1,110,0,-4,16,6,110,-3
CC(C)Oc1cccc(-c2cc(C(=O)N3CCN(c4ncccn4)CC3)c3ccccc3n2)c1,3,-0.5,101,1,-33,18,1,98,38
NS(=O)(=O)c1cccc(NC(=O)CC23CC4CC(CC(Br)(C4)C2)C3)c1,2,0.7,96,-5,-9,10,0,96,28
COc1cccc(NC(=S)N(Cc2ccc(C)cc2)Cc2ccccn2)c1,2,-0.9,104,-9,-12,21,5,104,20
Oc1[nH]c2ccccc2c1N=NC(=S)NCC1CCCO1 (stereo unspecified),12,0.0,103,4,-6,19,12,90,3
CCCCOc1ccc(C(=O)N2CCC(C)CC2)cc1,-3,-2.4,103,-11,-17,0,1,100,-39
O=C1CN(c2nc(-c3ccccc3)c3cc(Br)ccc3n2)c2ccccc2N1,-2,0.0,.,-2,-2,31,.,.,15
COc1ccc(C(O)P(=O)(OC(C)C)c2ccc(N(C)C)cc2)c(OC)c1 (stereo unspecified),-5,-0.5,104,7,-26,-20,1,102,16
CN(C)CCCNC(=O)C1CCNCC1,3,0.7,96,-7,1,4,0,97,-18
COc1ccc(C2c3ccsc3CCN2C(=O)C(C)(C)C)cc1 (stereo unspecified),0,4.2,95,-12,-24,3,-19,95,47
N#Cc1ccc(-c2ccccc2)nc1SCCN1CCOCC1,3,-2.2,106,-6,-13,35,3,107,-18
Fc1ccc(-c2nnn(Cc3ccccc3Cl)n2)cc1,-4,-1.5,99,27,-16,-3,1,100,.
CC(=O)N1CCc2cc(C(=O)CN3CCN(c4ccccc4F)CC3)ccc21,5,-0.8,104,-14,-5,-23,8,108,24
O=C(O)CC1(CC(=O)Nc2ccc(Oc3cccc(C(F)(F)F)c3)nc2)CCCC1,-1,0.7,109,-14,-42,10,1,108,45
CCOc1ccc(/C=C/C(=O)CCC(=O)O)cc1,-4,1.1,60,-3,1,8,-31,64,35
CCC(C)[C@H](NC(=O)Nc1ccc(S(N)(=O)=O)cc1)C(=O)O (stereo partly specified),-10,0.9,107,4,6,19,-2,101,1
COc1ccc(CN2CC(C(=O)NCc3ccccn3)CC2=O)cc1 (stereo unspecified),1,-0.1,102,-13,-9,-8,4,99,-3
CC(=O)Nc1ccc(S(=O)(=O)NCc2nc(-c3cccc(C)c3)no2)cc1,0,-0.6,100,24*,1,2,-8,100,47
Cc1[nH][nH]c(=O)c1C(c1cc([N+](=O)[O-])ccc1O)c1c(C)[nH][nH]c1=O,25,0.5,91,-11,-11,36,-1,102,-5
Cc1ccc(CCNc2ccccc2)c[n+]1[O-],-6,0.1,108,1,1,6,5,107,4
COc1ccc(NC(=S)NNc2ccc(S(=O)(=O)Nc3ccccc3C(=O)O)cc2[N+](=O)[O-])cc1,64*,-0.2,100,2,13,-2,-4,98,-74
O=C(CNS(=O)(=O)c1ccc(Br)s1)N1CCC(N2CCCCC2)CC1,13,1.0,104,9,5,3,4,101,-27
CCOC(=O)N1CCC(NC(=O)c2cc(C(=O)NCc3cccc(Cl)c3)ccc2CO)CC1,-6,-0.5,103,-5,-37,2,2,104,0
CC1(C)C(=O)Nc2ccccc2N1C(=O)COC(=O)c1ccc(Cl)c(S(=O)(=O)NCc2ccccc2)c1,-12,-1.0,99,0,-32,6,2,96,3
CCOc1cc(/C=N/NC(=O)c2cccnc2)ccc1OCC(=O)N1CCOCC1,0,-0.7,102,-15,-8,28,16,111,-4
O=C(COC(=O)CCCN1C(=O)c2ccccc2C1=O)Nc1ncc(Cl)cc1Cl,-6,2.1,114,-11,-23,-12,12,118,18
N=C1CCC(=N)c2c1c(O)c1ccccc1c2O,15,2.4,99,-3,-7,12,-9,94,23
Cc1cc(CNC(=S)Nc2ccc(S(=O)(=O)Nc3ncccn3)cc2)nn1C,-1,-0.6,97,9,-4,10,-7,91,11
CCOc1ccc(Cl)cc1S(=O)(=O)N1CCN(c2ccc(F)cc2)CC1,2,-0.5,115,9,-19,10,4,116,38
COc1ccc(N(Cc2ccccc2)S(=O)(=O)c2cccc(C(=O)O)c2)cc1,-6,0.8,107,-13,-33,-2,2,97,-14
Cc1ccc(NC(=O)C2CCCN2C(=O)NC2CCCCC2)cc1F (stereo unspecified),2,-1.3,102,-9,-13,13,9,104,35
COc1ccc2[nH]c(=O)c(CN(C3CCCCC3)C(c3nnnn3Cc3ccco3)C(C)C)cc2c1 (stereo unspecified),9,-1.3,.,8,-26,3,.,.,37
O=C(CCS(=O)(=O)c1cccc2nsnc12)N1CC(=O)N(CCc2ccccc2)C(=O)C1,0,2.5,107,-2,-3,16,0,107,-7

# Profiles, quoted from the list. Values in the order: M18AAP inhibitor | OXTR agonist | MEKK3 PB1 HTS | GPR7 antag | FID counter | NALP1 yeast inh | MEKK2mut PB1 HTS | MEKK2 WT-MEK5 | PHOSPHO1 inh
# `CC1(C)C(=O)Nc2ccccc2N1C(=O)COC(=O)c1ccc(Cl)c(S(=O)(=O)NCc2ccccc2)c1` is listed as -12 | -1.0 | 99 | 0 | -32 | 6 | 2 | 96 | 3
# `CCC(C)[C@H](NC(=O)Nc1ccc(S(N)(=O)=O)cc1)C(=O)O` (stereo partly specified) is listed as -10 | 0.9 | 107 | 4 | 6 | 19 | -2 | 101 | 1
# `COc1ccc(CN2CC(C(=O)NCc3ccccn3)CC2=O)cc1` (stereo unspecified) is listed as 1 | -0.1 | 102 | -13 | -9 | -8 | 4 | 99 | -3
# `CCOC(=O)N1CCC(NC(=O)c2cc(C(=O)NCc3cccc(Cl)c3)ccc2CO)CC1` is listed as -6 | -0.5 | 103 | -5 | -37 | 2 | 2 | 104 | 0
# `N=C1CCC(=N)c2c1c(O)c1ccccc1c2O` is listed as 15 | 2.4 | 99 | -3 | -7 | 12 | -9 | 94 | 23

# Source: PubChem (several laboratories)
